# Screening data (PubChem)
# M5 PAM: human M5 muscarinic receptor positive allosteric modulators, primary screen, CHO-K1 cells, Fluo-8 calcium fluorescence | Muscarinic acetylcholine receptor M5 (Homo sapiens), P08912 | CHO-K1 hM5, ACh EC20 PAM; 0% = ACh EC20, 100% = ACh EC100 | activation, % at 3 µM | hit rate 0.3% among 360,000 | AID 624038, 2012;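 active = activation above the run cutoff, the mean activation of all test compounds plus 3 SD, cut at about 18% in these data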
# Target sequence (P08912 whole entry, looked up): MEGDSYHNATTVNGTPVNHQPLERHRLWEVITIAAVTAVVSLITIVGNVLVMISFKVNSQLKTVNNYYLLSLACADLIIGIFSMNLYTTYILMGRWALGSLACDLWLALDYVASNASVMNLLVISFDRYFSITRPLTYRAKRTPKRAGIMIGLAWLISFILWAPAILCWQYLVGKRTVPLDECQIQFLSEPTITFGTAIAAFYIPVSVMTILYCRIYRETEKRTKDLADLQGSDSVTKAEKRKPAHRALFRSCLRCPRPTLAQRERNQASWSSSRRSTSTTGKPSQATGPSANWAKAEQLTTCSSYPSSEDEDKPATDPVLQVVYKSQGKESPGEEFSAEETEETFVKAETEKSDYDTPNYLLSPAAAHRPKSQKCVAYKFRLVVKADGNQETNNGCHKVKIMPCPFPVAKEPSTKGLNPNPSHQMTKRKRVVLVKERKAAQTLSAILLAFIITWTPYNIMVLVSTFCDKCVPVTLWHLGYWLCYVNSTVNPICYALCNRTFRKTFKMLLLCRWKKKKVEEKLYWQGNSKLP
#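 Assay system – human M5 receptor in CHO-K1 cells · Read-out – % activation, ACh-normalized · Technique – Fluo-8 calcium fluorescence · Dosing – single-point, 3 µM nominal · Incubation – Fluo-8 loading 80 min at 37 °C plus 30 min room temperature · Repeats – singlicate, one well per test compound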
# CHRM4 PAM: human M4 muscarinic receptor positive allosteric modulators, primary screen, CHO-K1 cells, Fluo-8 calcium fluorescence; Muscarinic acetylcholine receptor M4 (Homo sapiens), P08173; activation, % at 3 µM; hit rate 0.4% among 360,000; CHO-K1 hM4/Gqi5, ACh EC20; 0% = ACh EC20, 100% = maximal ACh;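 active = activation above its plate's cutoff, the mean activation of sample wells plus 3 SD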; also: some results filed as inactive read as strong as hits
# CRFBP-R2 agonist: agonists of CRF-BP/CRF-R2 complex, primary screen, cell-based, HEK293, calcium dye fluorescence, uHTS; calcium dye fluorescence (FLIPR); percent of saturating CRF peptide response; activation, % at 13.2 µM; hit rate 0.46% among 350,000; AID 588473, 2011;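 active = activation of at least 50%, plus an integration ratio under a set limit after plate pattern correction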;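 also: plate controls were neutral control wells without compound for no effect and CRF at EC100 for full effect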
# M1 PAM parental: nonselective calcium activators in parental CHO-K1 cells, primary screen, counter-screen for M1 PAM project, cell-based, Fluo-8 calcium fluorescence, full deck, 1536-well. ATP EC20; 0% at ATP EC20, 100% at ATP max. activation, % at 3 µM. hit rate 0.02% among 360,000. AID 602247, 2012;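 active = activation above the run cutoff, the mean activation of all test compounds plus 3 SD, cut at about 40% in these data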;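 also: peak over basal fluorescence ratio in a 140 s read after ATP addition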
# TAAR1 agonist: human TAAR1 agonists, primary screen, Fluo-8 calcium fluorescence, CHO RD-HGA16 cells; hit rate 0.99% among 360,000; vehicle wells 0%, saturating PEA agonist 100%; Trace amine-associated receptor 1 (Homo sapiens), Q96RJ0; AID 624467, 2012; activation, % at 3 µM;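 active = activation above the mean activation of all test compounds in the run plus 3 SD, cut at about 38% in these data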
# Target sequence (Q96RJ0 whole entry, looked up): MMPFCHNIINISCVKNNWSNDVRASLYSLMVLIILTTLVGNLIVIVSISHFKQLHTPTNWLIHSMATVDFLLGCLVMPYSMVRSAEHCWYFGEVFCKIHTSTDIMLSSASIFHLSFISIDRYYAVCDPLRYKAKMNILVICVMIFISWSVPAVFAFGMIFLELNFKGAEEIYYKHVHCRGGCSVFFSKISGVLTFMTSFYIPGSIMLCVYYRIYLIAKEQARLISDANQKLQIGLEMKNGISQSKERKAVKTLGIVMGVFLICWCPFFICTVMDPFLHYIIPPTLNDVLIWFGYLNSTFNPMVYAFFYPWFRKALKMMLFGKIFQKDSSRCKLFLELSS
#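 Repeats: no replicates (n 1) | Material: CHO-derived RD-HGA16 cells with stable Gα16 and human TAAR1 | Technique: Kinetic Fluo-8 calcium fluorescence | Schedule: 17-24 h seeding, 75 min 37 °C dye, 30 min RT | Evaluation: % activation from peak over basal fluorescence ratio, DMSO-to-PEA scaled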
# CRFR2-BP antag: antagonists of CRF-BP/CRF-R2 complex, primary screen, cell-based, HEK293, calcium dye fluorescence, uHTS. CRF-induced calcium fluorescence. inhibition, % at 11.8 µM. hit rate 0.59% among 350,000;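 active = inhibition of the ligand-induced calcium signal above about 50% at the single tested concentration, limit read from the data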
# TAAR1 antagonist: human TAAR1 antagonists, primary screen, Fluo-8 calcium fluorescence, CHO RD-HGA16 cells. antagonist. inhibition, % at 3 µM. hit rate 1.5% among 360,000. AID 624466, 2012;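 active = inhibition above a per-plate cutoff, the mean inhibition of test compounds on that plate plus 3 SD, cut at about 49% in these data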;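 also: 0% = DMSO plus EC80 beta-PEA response and 100% = DMSO alone without agonist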
#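 Test system – hTAAR1-expressing CHO RD-HGA16 cells, Gα16-coupled · Reagent – β-PEA at EC80 concentration, post-compound challenge · Compound dosing – 3 µM, single point · Timing – 140 s kinetic read after compound, 140 s after agonist · Detection – Fluo-8 intracellular calcium dye fluorescence, real-time kinetic reads · Control set – DMSO and EC80 PEA controls · Repeats – n of 1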
# CHRM5 antagonist: human M5 muscarinic receptor antagonists, primary screen, CHO cells, Fluo-8 calcium fluorescence; inhibition, % at 3 µM; CHO-hM5 cells, ACh EC80; hit rate 0.59% among 360,000; AID 624040, 2012; Muscarinic acetylcholine receptor M5 (Homo sapiens), P08912;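 active = inhibition above a per-plate cutoff, the mean of that plate's test compounds plus 3 SD, cut at about 27% in these data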;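 also: 0% = acetylcholine EC80 with DMSO and 100% = DMSO without agonist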
# M5 ag: human M5 muscarinic receptor agonists, primary screen, CHO-K1 cells, Fluo-8 calcium fluorescence. activation, % at 3 µM. hit rate 0.19% among 360,000. CHO-K1 hM5 cells; 0% DMSO wells, 100% maximal acetylcholine response. Muscarinic acetylcholine receptor M5 (Homo sapiens), P08912;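 active = activation above the run's mean over test compounds plus 3 SD, cut at about 23% in these data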;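 also: signal is peak over basal fluorescence ratio across the kinetic read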
# * marks the source's active call; other numbers are inactive results; x = no result given.
# The line under a structure holds: CHRM5 antagonist	M1 PAM parental	M5 ag	CRFBP-R2 agonist	CHRM4 PAM	TAAR1 agonist	M5 PAM	CRFR2-BP antag	TAAR1 antagonist
- COC(=O)c1cc(C#N)c(N2CC(C)OC(C)C2)nc1C (stereo not given)
  -7	7	-1	-7.5	9	1	8	22	11
- Cc1cc(NC(=O)CCC(=O)N(CC(=O)NCC2CCCO2)c2ccccc2)no1 (stereo not given)
  11	1	-1	0.8	-5	2	9	5	0
- Cc1ccccc1N(C)S(=O)(=O)c1ccc2[nH]cc(C(=O)NCC3CCCO3)c(=O)c2c1 (stereo not given)
  6	25	0	0.1	-10	x	-2	-12	x
- Cc1ccc(S(=O)(=O)NCc2cn3c(C)csc3n2)cc1
  -2	21	-2	-0.9	6	1	4	-5	-4
- C=CCOc1ccc(CNn2cn[nH]c2=S)cc1
  5	24	1	-2.4	7	1	-1	11	-12
- CC1CC(C)(C)CC2(C1)NC(=S)N(c1ccccc1)N2 (stereo not given)
  4	10	-5	-0.2	-3	5	0	28	-8
- Cc1cccc(C(=O)NC(=S)NCc2cccnc2)c1
  3	11	0	3.9	0	8	-1	17	6
- CN(C)c1ccc(/C=C2\N=C(C(C)(C)C)OC2=O)cc1
  -14	-8	-2	22	6	2	3	-31	-2
- COc1ccc(CNC(=O)C2CCN(S(=O)(=O)c3ccc4c(c3)CC(C)N4C(=O)C3CC3)CC2)cc1 (stereo not given)
  -5	-17	0	-1.2	1	2	0	-4	-8
- O=C(NCCCCC(NC(=O)C1CCCCC1)C(=O)O)c1ccccc1 (stereo not given)
  5	14	0	1.6	9	3	-5	-7	12
- COc1ccc(C(=O)CCC(=O)Nc2cccc(Cl)c2)cc1
  1	19	4	3.0	-9	2	6	-19	-10
- Cc1cc(=O)oc2cc(OC(C)C(=O)N3CCOCC3)c(Cl)cc12 (stereo not given)
  4	-4	5	0.1	1	0	4	-2	-10
- O=[N+]([O-])c1ccc(NN=C2CCCCC2)c([N+](=O)[O-])c1
  13	14	3	0.9	0	2	-2	3	12
- Cc1ccc(NC(=O)c2cc(-c3cc(C)c(C)cc3O)n[nH]2)cc1C
  13	-1	-2	5.2	2	0	0	-24	-13
- CCCc1[nH][nH]c(=O)c1C(c1cccc(Cl)c1)C(C#N)C#N (stereo not given)
  4	10	-7	-0.4	3	2	0	-27	-1
- O=C(C1CCCCC1)N1CCN(c2ncccn2)CC1
  -3	11	1	-0.9	3	15	1	5	10
- O=C(c1cnccn1)N(Cc1ccco1)C1(C(=O)NC2CCCC2)CCCCC1
  -1	7	-2	0.4	1	4	13	-8	-10
- O=C(Cc1c(Cl)cccc1Cl)Nc1ccncc1
  9	22	0	-3.5	1	3	-3	-6	-10
- N#C/C(=C\c1ccccc1)C(=O)NC1CC1
  6	4	-4	0.0	2	-1	3	-12	-1
- COc1ccc(CC(=O)n2nc(-c3ccc(Cl)cc3)nc2NCc2ccco2)cc1
  5	6	1	-0.8	12	10	-2	-39	-12
- COc1ccccc1NC(=S)NCc1cccs1
  2	5	-1	0.2	-4	2	-5	36	-11
- COc1ccc(OC)c(NC(=O)Nc2ccc3c(c2)OCO3)c1
  -9	-4	-1	-3.2	9	-2	-3	7	11
- O=C(/C=C/c1ccc(O)cc1)c1ccccc1
  9	13	0	0.4	0	-1	0	-24	-2
- CCN(CC)C(=O)C(=O)N/N=C/c1ccc(Cl)cc1Cl
  -6	15	0	-0.8	-5	-1	-6	6	-13
- CCOC(=O)c1cccnc1SCC(=O)Nc1ccc(C)cc1
  8	-9	1	-2.0	0	-1	-2	1	7
- C=CCC1CCC/C(=N\NS(=O)(=O)c2ccc(C)cc2)C1 (stereo not given)
  1	-10	-5	0.0	6	0	5	2	-24
- CC(=O)Nc1ccc(NC(=O)COc2ccc(-c3ccc(C#N)cc3)cc2)cc1
  3	-9	4	-0.2	0	1	5	6	-6
- COc1ccc(CN(C)C(=O)Cc2ccsc2)c(OC)c1OC
  6	2	-2	-0.9	-4	-1	3	3	-27
- COc1ccc(C(C(=O)NCC2CCCO2)N(C(=O)CNC(=O)c2ccco2)c2cc(C)cc(C)c2)cc1OC (stereo not given)
  13	-22	-1	0.3	7	2	-5	-1	-15
- Cc1nnc(NC(=O)CSc2ccccn2)s1
  -2	-5	-4	0.9	11	12	2	-11	4

# Some of the entries so far, in CSV form.
compound,CHRM5 antagonist,M1 PAM parental,M5 ag,CRFBP-R2 agonist,CHRM4 PAM,TAAR1 agonist,M5 PAM,CRFR2-BP antag,TAAR1 antagonist
Cc1ccc(NC(=O)c2cc(-c3cc(C)c(C)cc3O)n[nH]2)cc1C,13,-1,-2,5.2,2,0,0,-24,-13
C=CCOc1ccc(CNn2cn[nH]c2=S)cc1,5,24,1,-2.4,7,1,-1,11,-12
Cc1nnc(NC(=O)CSc2ccccn2)s1,-2,-5,-4,0.9,11,12,2,-11,4

# Carrying on:
# The line under a structure holds: CHRM5 antagonist	M1 PAM parental	M5 ag	CRFBP-R2 agonist	CHRM4 PAM	TAAR1 agonist	M5 PAM	CRFR2-BP antag	TAAR1 antagonist
- CCSc1nc(NCCN(C)C)c2c3c(sc2n1)COC(C)(CC)C3 (stereo not given)
  4	17	-2	-0.6	1	3	8	2	-7
- COC(=O)CCc1ccc(O)cc1
  3	-3	1	-0.6	2	1	-1	7	-10
- Cc1ncsc1CCOC(=O)C12CC3CC(CC(C3)C1)C2
  1	7	-2	0.3	-4	12	-6	0	18
- O=C(NCc1ccc(F)cc1)c1cc(C2CCCCN2S(=O)(=O)c2cccs2)on1 (stereo not given)
  -1	-1	-1	x	-9	2	-1	x	-21
- Cc1nc(N2CCOCC2)[nH]c(=O)c1[N+](=O)[O-]
  -10	-13	-1	-0.2	-11	2	1	2	-30
- COc1ccc(C(c2c(O)cc(C)oc2=O)c2c(O)cc(C)oc2=O)cc1
  2	1	4	0.1	1	6	-6	4	13
- Cc1ccc(S(=O)(=O)N2CCOCC2)cc1C(=O)N1c2ccccc2Sc2ccccc21
  -8	28	-9	1.0	6	-1	-7	-28	-5
- O=c1cnn(Cc2c(Cl)cccc2Cl)c2ccccc12
  2	-1	-3	-3.1	3	-1	-2	-1	-24
- CC(CCc1ccco1)NC(=O)CCc1nnc2ccc(NCc3ccccc3Cl)nn12 (stereo not given)
  12	-6	-5	-0.8	-4	1	-4	5	-11
- CCOC(=O)c1ccc(NC(=O)Nc2ccc(OC)c(OC)c2)cc1
  9	14	6	-0.8	-13	21	-35	3	25
- COc1ccc(C2=NN(S(C)(=O)=O)C(c3ccc4nccnc4c3)C2)cc1 (stereo not given)
  3	2	-2	-0.9	6	0	-2	-11	1
- COc1ccc(/C=C/C(=O)OCC(=O)NC2CCCC(C)C2C)cc1 (stereo not given)
  17	2	-1	-3.1	3	-1	-4	-16	-10
- CCOC(=O)C(=O)N1CCN(c2ccccc2OC)CC1
  -1	2	5	-0.8	2	1	8	0	-9
- O=C(CN1C(=O)NC2(CCCC2)C1=O)OCCOc1ccccc1
  16	-20	-5	0.2	2	0	-6	-13	-3
- CCc1ccc(C(=O)Nc2cc(C)ccc2F)s1
  10	21	-6	-3.3	0	2	3	14	-7
- O=C1NC(=O)N(C2CCCCC2)CC1Br (stereo not given)
  6	20	3	0.8	4	2	7	-2	-15
- Cc1ccc(S(=O)(=O)c2ccc(Cl)cc2)cc1S(=O)(=O)NC(C(=O)O)C(C)C (stereo not given)
  1	6	-1	0.3	6	5	3	1	-31
- c1cc(-c2nnn(CCOCCn3nnc(-c4ccncc4)n3)n2)ccn1
  27	12	4	-0.3	13	2	10	10	-1
- O=C(O)CCC(=O)Nc1ccc2c(c1)oc1ccccc12
  -5	18	3	-0.7	3	1	0	10	6
- O=C1COc2ccc(-c3csc(NCC4CCCO4)n3)cc2N1 (stereo not given)
  3	9	-3	-1.1	-2	17	-5	5	-5
- CC1CCc2sc(C(=O)N/N=C/C3CCCCC3)cc2C1 (stereo not given)
  -5	5	-3	-0.9	10	5	2	-13	-4
- CCS(=O)(=O)N1CCC(C(=O)N2CCN(c3ccccc3)CC2)CC1
  -4	27	1	-1.0	13	11	0	9	-13
- FC(F)(F)c1ccc(Oc2ccc3c(C(F)(F)F)cc(C(F)(F)F)nc3n2)cc1
  -2	15	-1	11	-3	10	2	2	6
- CCC(C)c1ccc(C2C3=C(Nc4nc(N)[nH]c(=O)c42)c2ccccc2C3=O)cc1 (stereo not given)
  7	11	3	-3.8	17	5	7	-14	-11
- CC(NCC(=O)Nc1ccccc1C(=O)NC1CC1)c1ccco1 (stereo not given)
  3	-17	1	3.0	6	2	-6	-8	-14
- CC(C)(C)c1ccc(C(=O)Nc2cccc(S(=O)(=O)NC3=NCCC3)c2)cc1
  5	9	-8	-2.4	2	0	-7	-2	-14
- COc1cccc2ccc(CC(O)(c3ccccc3)c3ccccc3)nc12
  -2	12	0	4.4	0	1	-3	58*	-21
- COc1ccc(C(=O)NC2CCc3ccccc32)cc1OC1CCN(C(C)=O)CC1 (stereo not given)
  10	4	-3	-3.3	0	4	-8	32	-23
- O=C(c1ccc(N2CCCC2)c([N+](=O)[O-])c1)N1CCN(S(=O)(=O)c2ccc(Cl)cc2)CC1
  3	9	-3	1.4	-1	2	1	-15	-7
- Cc1ccc(C(=O)COC(=O)CNC(=O)C(c2ccccc2)c2ccccc2)cc1[N+](=O)[O-]
  -1	-6	-5	-0.1	2	11	3	21	28
- CC(=O)NC(=S)Nc1ccc(NC(=S)NC(=O)/C=C/c2ccco2)cc1
  11	38	25*	-1.6	34*	6	10	-18	-32
- FC(F)Sc1nc(-c2ccccc2)c(-c2ccccc2)n1C(F)F
  -1	27	-4	-0.3	-1	1	2	4	-7
- CNc1nnc(CSc2nc(C)cc(C)n2)s1
  7	-10	-2	-2.2	7	9	4	-31	-10
- Cc1nn(C(C)C(=O)NC2CCC(C)CC2)c(=O)c2nn(-c3ccccc3)c(C)c12 (stereo not given)
  19	10	-3	0.4	-9	-1	-8	-7	-21
- COc1cc([C@@H]2CC=C(C(=O)O)[C@H](c3ccc(C)cc3)N2S(=O)(=O)c2ccc(C)cc2)cc(OC)c1OC
  -1	6	1	-2.8	8	0	3	1	-8
- COC(=O)c1cc2ccsc2n1Cc1nc(-c2ccc(Cl)cc2)oc1C
  2	10	2	-1.5	3	2	-5	0	-23
